PP1 inh – blocks human PP1-alpha phosphatase, a PP5 counter-screen | purified PP1alpha, OMFP fluorescence | inhibition, % at 6.7 µM | 320,000 compounds, 0.9% hits;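 active = inhibition above the mean inhibition of all tested compounds plus 3 SD, computed separately for each screening campaign, cut at about 15% in these data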
Target sequence (P62136 whole entry, looked up): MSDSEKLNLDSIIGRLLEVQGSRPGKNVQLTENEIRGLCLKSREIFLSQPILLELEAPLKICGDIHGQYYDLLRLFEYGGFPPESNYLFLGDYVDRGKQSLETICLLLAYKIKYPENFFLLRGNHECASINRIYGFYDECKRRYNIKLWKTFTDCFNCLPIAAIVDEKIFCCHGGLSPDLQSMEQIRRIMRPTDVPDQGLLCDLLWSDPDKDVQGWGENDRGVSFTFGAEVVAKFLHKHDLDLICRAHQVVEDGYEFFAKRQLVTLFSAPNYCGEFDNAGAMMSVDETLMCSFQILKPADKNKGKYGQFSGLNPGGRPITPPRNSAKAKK
JMJD2C inh – blocks human GASC-1 demethylase activity. GST-JMJD2C(1-420) H3K9me3 demethylation, DELFIA europium. inhibition, % at 2.35 µM. 330,000 compounds, 0.069% hits. AID 2099;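 active = more than half of a compound's replicate wells show inhibition beyond 50%, single wells judged on their own value; inconclusive = some, but no more than half, of replicates pass 50% inhibition; inactive = no replicate passes 50% inhibition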;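 note: signal counts dimethyl H3K9 product captured on neutravidin plate; 0% = median of DMSO wells and 100% = 0.3 times that DMSO median; strong numbers were not always called active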
Target sequence (Q9H3R0 1-420 limits assumed): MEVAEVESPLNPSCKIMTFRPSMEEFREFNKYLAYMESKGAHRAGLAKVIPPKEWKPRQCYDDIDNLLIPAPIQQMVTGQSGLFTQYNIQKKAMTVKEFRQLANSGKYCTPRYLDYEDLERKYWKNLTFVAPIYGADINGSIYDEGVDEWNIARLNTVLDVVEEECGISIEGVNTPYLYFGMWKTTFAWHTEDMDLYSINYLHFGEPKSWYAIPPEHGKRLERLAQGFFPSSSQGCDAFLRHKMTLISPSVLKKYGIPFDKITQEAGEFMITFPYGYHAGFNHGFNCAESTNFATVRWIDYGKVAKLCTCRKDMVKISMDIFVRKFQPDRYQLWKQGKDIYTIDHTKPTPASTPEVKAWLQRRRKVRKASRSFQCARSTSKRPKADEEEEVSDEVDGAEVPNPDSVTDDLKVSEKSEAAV
EBNA-1 inh – blocks EBNA-1 binding to DNA. EBNA-1 DNA binding, fluorescence polarization. inhibition, % at 14.8 µM. 300,000 compounds, 0.34% hits; in the data active = inhibition above about 28%
HCV core dimer – blocks dimerization of HCV core protein; TR-FRET GST/Flag-core106 dimerization, 1536-well; inhibition, % at 5 µM; 300,000 compounds, 0.33% hits; AID 1899;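 active = inhibition above the mean of all tested compounds plus 3 SD, set per screening campaign, cut at about 45% in these data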
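test system = GST/Flag-tagged HCV core106 proteins | probe or stimulus = Eu donor and XL665 acceptor anti-tag antibodies | times = compound-protein-antibody incubation 4 h at 22.5 °C | signal = TR-FRET, excitation 340 nm, emission 617 and 671 nm | measure = percent inhibition of core106 dimerization signal | controls = wells lacking GST-core106 and wells with excess unlabelled core106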
TPT1 inhibitor – C. albicans TPT1 enzyme inhibition | recombinant caTPT1, FP RNA substrate dephosphorylation | inhibition, % at 5 µM | 300,000 compounds, 0.81% hits;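 active = inhibition above the mean of all tested compounds plus 3 SD, set per screening campaign, cut at about 24% in these data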;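 note: plate controls were DMSO alone for no effect and ferristatin control at 100 nM for full effect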
CTSL1 counter – counter-screen for PFM18AAP inhibitors: inhibitors of F. hepatica cathepsin L1; inhibition, % at 5.96 µM; 300,000 compounds, 0.49% hits; recombinant F. hepatica cathepsin L1, Z-Leu-Arg-MCA fluorescence; AID 1906;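 active = inhibition above the mean of all tested compounds plus 3 SD, set per screening campaign, cut at about 17% in these data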;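 note: 0% = plate median of test compound wells and 100% = 1 µM Z-Phe-Ala-diazomethylketone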
Yeast superoxide – yeast age-related superoxide inhibition as caloric restriction mimetic | S. cerevisiae aged cells, superoxide DHE fluorescence; hits give low values | AID 2690 | superoxide response (% of plate mean), % at 10 µM | 330,000 compounds, 0.18% hits;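 active = superoxide response under a set limit, about three screen SD below normal, cut at about 65% in these data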;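 note: yeast aged for seven days with compound at 30 °C before DHE staining; 100% = average MFI of all compound-treated wells on the plate with controls excluded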
ZTA DNA inh – ZTA (EBV) inhibition in EBNA-1 counter-screen; 320,000 compounds, 0.15% hits; P03206; ZTA-DNA binding, fluorescence polarization; inhibition, % at 11 µM; in the data active = inhibition above about 33%
Target sequence (P03206 whole entry, looked up): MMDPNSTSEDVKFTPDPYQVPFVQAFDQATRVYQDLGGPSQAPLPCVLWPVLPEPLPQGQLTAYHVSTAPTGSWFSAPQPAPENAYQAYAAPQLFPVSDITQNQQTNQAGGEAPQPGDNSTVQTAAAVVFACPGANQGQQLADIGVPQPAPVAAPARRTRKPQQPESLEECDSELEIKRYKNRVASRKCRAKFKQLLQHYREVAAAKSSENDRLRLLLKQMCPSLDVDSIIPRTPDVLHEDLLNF
PP5 inh – inhibitors of human protein phosphatase 5 (PP5). P53041. purified PP5c, OMFP substrate fluorescence. inhibition, % at 6.7 µM. 320,000 compounds, 0.18% hits;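 active = inhibition above the campaign's mean inhibition across all tested compounds plus 3 SD, cut at about 9.5% in these data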;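 note: 0% = DMSO only and 100% = 100 µM cantharidin control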
Active calls of the source: *; ? = inconclusive; / = not tested or not shown. An unsorted share of the library (roughly 3.1% active in at least one column).

structure,PP1 inh,JMJD2C inh,EBNA-1 inh,HCV core dimer,TPT1 inhibitor,CTSL1 counter,Yeast superoxide,ZTA DNA inh,PP5 inh
CCn1c(SCC(=O)Nc2ccc(NC(C)=O)cc2)nc2c([nH]c3ccccc32)c1=O,1,-8,4,-2,3,2,117,18,2.6
O=C(N/N=C/c1cccc([N+](=O)[O-])c1)c1cccc2cc[nH]c12,-2,-15,12,7,-36,0,98,11,0.8
O=C(O)c1cn[nH]c1-n1cnnn1,-6,5,-2,7,1,-1,105,-2,2.0
O=C(N/N=C/c1ccc(COc2ccc(Br)cc2)o1)c1ccco1,2,-4,59*,5,-3,8,91,-14,1.2
CCN(CC(=O)Nc1ccc(OC)cc1)C(=O)Cc1ccc(OC)c(S(=O)(=O)N2CCOCC2)c1,-2,7,/,/,/,/,112,-7,3.3
Cn1ccc(C(=O)Nc2ccc(Br)cc2Br)n1,-1,7,-8,2,-2,1,101,-4,2.2
Cc1cccc(NC(=S)N(Cc2ccc(Br)cc2)Cc2ccc(C(=O)O)cc2)c1,3,9,0,8,-4,-1,113,0,3.2
COc1ccc(C2N(c3ccc(OC)cc3)C(=S)N3CCCN23)cc1 (configuration not stated),-2,7,4,-8,-1,-1,95,-13,2.5
COc1ccc(C(=O)N2CCN(S(=O)(=O)c3cc(Cl)ccc3OC)CC2)cc1,-2,-14,-3,2,2,-3,99,-5,1.3
COC(=O)/C(C#N)=C/c1c(Oc2cccc(C)c2C)nc2ccccn2c1=O,-3,-14,2,6,-4,1,99,9,-0.4
CCOC(=O)C1CCCN(C(=O)Cn2cccc2C(=O)c2ccccc2)C1 (configuration not stated),-3,20,1,0,-6,0,85,12,-1.5
CC1=C(C(=O)OCC2CCCO2)C(c2ccsc2)C2=C(CCCC2=O)N1 (configuration not stated),-1,-12,-3,0,-2,0,90,0,0.3
COc1ccc(N(CC(=O)NCc2ccc(F)cc2)C(=O)CCC(=O)Nc2ccccn2)cc1,-3,-10,-3,3,-4,-1,117,-7,0.8
COc1cccc(CNC(=O)CN2C(=O)COc3ccc(S(=O)(=O)N4CCCCC4)cc32)c1,4,9,-15,-8,1,-6,99,1,2.1
CCOC(=O)NCC(C#CCN(CC)CC)N(CC)CC (configuration not stated),4,6,-1,-13,-4,-4,107,7,1.7
O=Nc1c(O)n(Cc2cccc(Cl)c2)c2ccccc12,1,?,-3,1,1,0,97,10,-3.1
CCN1CCN(S(=O)(=O)c2c(C)cc(C)cc2C)CC1,4,-4,-1,2,3,-1,97,-6,2.4
COc1ccc(N(C2CSC2)S(=O)(=O)c2ccccc2)cc1,0,50,-2,-17,0,-3,112,1,1.3
O=C(c1ccccc1)c1ccc(O)cc1O,1,-11,11,1,-20,3,113,4,-1.0
CCC(c1nc2ccccc2c(=O)n1-c1nc2ccccc2s1)N1C(=O)c2ccccc2C1=O (configuration not stated),1,4,-8,6,0,0,101,12,0.1

The listing continues.
structure,PP1 inh,JMJD2C inh,EBNA-1 inh,HCV core dimer,TPT1 inhibitor,CTSL1 counter,Yeast superoxide,ZTA DNA inh,PP5 inh
COc1cccc(-c2nc(CS(=O)(=O)CC(=O)Nc3ccccc3C)c(C)o2)c1,-5,9,-6,8,2,0,134,0,1.2
CC(C)CCNC(=O)CNC(=O)c1cccs1,4,3,4,-7,-4,0,97,15,0.7
O=C(O)c1cc2c([nH]c1=O)CCCC2,0,154,1,-2,1,2,108,4,1.4
COc1ccc(Cl)cc1N(C(=O)c1ccco1)C(C(=O)NC1CCCC1)c1ccncc1 (configuration not stated),1,-7,-4,2,4,-33,100,4,-0.1
Cc1cc(C)c(NC(=O)c2ccccc2N(C)S(C)(=O)=O)c(C)c1,-3,2,-2,0,-2,5,82,3,-0.4
Cn1nc(C(F)(F)F)c2cc(C(=O)Nc3ccc(F)c(Cl)c3)sc21,-5,-17,5,-2,1,-1,107,4,6.1
CC1CCC(NC(=O)CN2C(=O)NC(C)(C)C2=O)CC1 (configuration not stated),-4,1,10,4,-4,-2,94,5,1.8
COc1ccc(CNCC(O)COc2ccc(C)cc2[N+](=O)[O-])cc1 (configuration not stated),2,-1,2,-3,-5,-4,90,6,-2.7
CCCCc1cc(=O)oc2cc(C)cc(OC(C)C(=O)NC(Cc3c[nH]c4ccc(O)cc34)C(=O)O)c12 (configuration not stated),-4,85,10,-1,-2,2,92,-2,1.1
CCOC(=O)c1sc(NC(C)=O)nc1C,2,7,1,-2,1,2,105,12,-1.6
O=C(Cn1c(=O)oc2ccccc21)N1CCN(S(=O)(=O)c2ccccc2)CC1,0,0,/,/,/,/,104,-2,1.9
Cc1cc(SCC2=NNC(=O)C2)c(Cl)cc1Cl,1,-3,0,-4,2,3,88,18,0.5
CCOC(=O)c1c(C)[nH]c(C)c1C(=O)COC(=O)c1cccc(C)c1O,3,-4,5,-1,-3,1,102,9,1.9
O=C(C[n+]1cc(-c2ccc(Cl)cc2)n2c1CCC2)Nc1nc(-c2ccc(F)cc2)cs1,21*,-4,-5,-6,-1,4,95,-1,3.7
Cc1oc(-c2ccc(Cl)cc2)nc1CN1CCCC(C(=O)NCc2ccco2)C1 (configuration not stated),-3,-1,-11,2,-2,-2,94,-6,0.5
CC(=O)Oc1ccc(-c2ccc(C(=O)Nc3cccc(S(=O)(=O)N4CCOCC4)c3)cc2)cc1,1,8,2,15,0,-8,93,13,2.4
C=CCn1c(NC(=O)c2ccc(C)cc2)nc2ccccc21,0,2,1,-3,-2,3,101,8,1.4
COc1cc(C(=O)N/N=C(\C)Cn2nc([N+](=O)[O-])cc2C)ccc1O,-2,-4,-7,-1,-2,-2,104,-4,1.5
CCCCC(O)(c1ccc(OC)cc1)C(CN1CCOCC1)c1ccccc1 (configuration not stated),0,-4,11,0,4,-4,104,15,1.6
COc1ccc(CCNC(=O)C2(c3ccccc3)CC2)cc1,3,-13,8,-8,-1,-3,91,-12,1.8

The list goes on.
structure,PP1 inh,JMJD2C inh,EBNA-1 inh,HCV core dimer,TPT1 inhibitor,CTSL1 counter,Yeast superoxide,ZTA DNA inh,PP5 inh
Cc1cc(=O)[nH]c(SCC(=O)Nc2nonc2C)n1,2,-15,0,-7,0,-3,100,-19,1.9
C[C@H](NC(=O)C1CCN(S(=O)(=O)c2ccccc2)CC1)C(=O)NCc1ccc(Cl)cc1Cl,-1,0,-3,-7,-4,0,116,-25,-0.1
CCOc1ccc(C)cc1S(=O)(=O)n1ccnc1,0,8,4,-1,1,0,107,18,1.2
Cc1ccc(NC(=O)c2ccc(Cl)c(S(=O)(=O)N3CCCC3)c2)nc1,-4,3,3,2,-1,-3,100,-5,0.4
O=C1CC(N2CCN(Cc3ccc4c(c3)OCO4)CC2)C(=O)N1CCc1ccccc1 (configuration not stated),2,-9,-1,-3,-1,-1,83,0,-0.3
c1ccc(Cn2ncc3c(N4CCOCC4)ncnc32)cc1,-2,-4,-8,-11,-2,1,112,7,1.7
Nc1ncnc(NCc2ccc(F)cc2)c1[N+](=O)[O-],-5,4,5,-3,-5,0,123,10,-0.8
CCC(=O)Nc1ccc(C(=O)CSc2nc3ccccc3[nH]2)cc1,1,8,4,28,4,-2,77,13,-0.4
N#Cc1c2c(c(Nc3ccccc3)n3c1nc1ccccc13)CCC2,-3,8,-1,8,0,6,107,-6,-5.4
COc1ccccc1CNC(=O)CN(CCc1ccccc1)S(C)(=O)=O,-2,2,-9,-1,2,0,99,3,0.5
O=C1Nc2ccccc2C1(O)c1ccccc1O (configuration not stated),-3,3,-17,-2,2,2,109,-6,-1.5
COc1ccc(N2CCN(C(=O)CSc3nc4[nH]ncc4c(=O)n3-c3ccc(Br)cc3)CC2)cc1,5,-6,-2,15,-3,2,95,8,2.1
Cc1ccc(C(=O)Nc2cccc(-c3ccc(N4CCOCC4)nn3)c2)cc1C,-1,-4,2,-2,-2,5,82,8,-0.6
O=C(O)c1ccc(C2(c3ccc(C(=O)O)cc3)OC(=O)c3ccccc32)cc1,-2,-2,3,1,-1,-4,104,12,1.3
CCCC1(c2ccccc2)NC(=O)N(CC(=O)NCc2ccc(C)cc2)C1=O (configuration not stated),-1,13,-5,12,-1,-9,88,-5,1.1
C/C(=N\NC(=O)Cn1ccc(C(F)(F)F)n1)c1ccco1,-2,4,4,-3,1,-2,92,-6,1.9
CN(C(=O)COC(=O)c1cc2ccccc2cc1O)C1CCCCC1,-4,0,/,/,/,/,105,5,0.9
CCc1nnc(NC(=O)CSc2nnc3ncccn23)s1,-1,-4,5,-3,1,0,96,-1,0.1
CS(=O)(=O)N(CC(=O)N1CCCC1)c1ccc(OCc2ccccc2)cc1,-6,5,-17,-4,2,2,97,-4,-2.3
Cc1cc2cc(CNC(=O)c3ccc(Br)o3)ccc2[nH]1,8,-7,4,11,-27,0,116,5,3.1

(continued)
structure,PP1 inh,JMJD2C inh,EBNA-1 inh,HCV core dimer,TPT1 inhibitor,CTSL1 counter,Yeast superoxide,ZTA DNA inh,PP5 inh
COc1cc(OC)cc(C(=O)Nc2ccc(C(=O)NCC3CCCO3)cc2)c1 (configuration not stated),-3,-2,3,5,-1,-2,99,-3,1.0
O=C1/C(=C/c2ccccc2)Nc2ccccc21,-1,2,-10,-15,63*,-2,121,-17,4.3
c1cncc(-c2nn3c(Cn4cnc5ccccc54)nnc3s2)c1,-5,18,7,2,-1,1,109,-17,1.0
Cc1ccc(C)c(NC(=O)C2(C)CC3c4ccccc4C2c2ccccc23)c1 (configuration not stated),-1,-3,2,8,-5,0,96,-14,-0.4
O=C(c1ccc2c(c1)OCCO2)C1CCN(S(=O)(=O)c2ccc(F)cc2)CC1,-2,-3,-2,4,1,-3,96,8,0.7
C=CCn1c(C)cc(C(=O)CN2C(=O)c3ccccc3S2(=O)=O)c1C,-4,11,/,/,/,/,113,6,-0.2
O=C(Nc1ccc(Cl)c([N+](=O)[O-])c1)c1cnccn1,0,-4,1,55*,1,1,100,-2,2.8
CCOc1ccc(C(=O)N/N=C/c2ccc(-c3ccc(S(=O)(=O)Nc4ncccn4)cc3)o2)cc1,-1,2,5,1,5,6,94,7,-0.3
COc1ccc(CCNC(=O)CCn2c(SCC#N)nc3ccccc3c2=O)cc1OC,-3,5,-4,-2,-4,-4,88,-7,-0.7
Cc1cc(NCCNC2=CC(=O)CCC2)nc2ccccc12,-1,-1,4,2,-3,-1,89,4,2.3
CCOc1ccc(S(=O)(=O)N(CC)CC(=O)NCc2cccnc2)cc1,3,21,-7,-14,2,-3,112,0,1.0
COC(=O)CSc1nnnn1-c1ccccc1,-5,12,2,2,0,0,94,5,1.4
O=C(Nc1ccc(N2CCOCC2)c(S(=O)(=O)Nc2ccc(Cl)cc2)c1)c1cnccn1,-2,6,-5,11,1,-3,116,13,1.4
CCc1nnc(SCC(=O)NC2CC2)n1CC,1,4,-6,8,2,2,99,3,-2.9
COc1ccc(CSc2ccc(-c3nc4ccccn4c3NCc3ccccc3)cc2OC)cc1,10,-14,-1,11,0,0,102,10,1.4
Cc1cc(C)c2nc(-c3ccccn3)cc(C(=O)Nc3ccc(S(=O)(=O)Nc4cc(C)on4)cc3)c2c1,10,1,9,37,0,5,95,18,4.7

Bioassay records deposited in PubChem BioAssay by several laboratories.
